Screening data from PubChem.
TCR CD3 inh – blocks the human TCR-CD3 interaction; TAMRA-labeled TCR probe fluorescence, biochemical; inhibition, % at 9.4 µM; 0.37% of 360,000 active; AID 651800; in the data active = inhibition above about 19%;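 note: recombinant mutant TCR 2C K166C tagged with TAMRA read by polarization; 0% = receptor in buffer alone and 100% = receptor with positive control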
HTRA1 inh – inhibitors of human serine peptidase HTRA1. Q92743. recombinant HTRA1, FP-rhodamine activity-based probe, fluorescence polarization. inhibition, % at 5.96 µM. 0.5% of 340,000 active. AID 504803; in the data active = inhibition above about 36%;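 note: 0% = enzyme with DMSO and 100% = wells lacking enzyme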
Target sequence (Q92743 whole entry, looked up): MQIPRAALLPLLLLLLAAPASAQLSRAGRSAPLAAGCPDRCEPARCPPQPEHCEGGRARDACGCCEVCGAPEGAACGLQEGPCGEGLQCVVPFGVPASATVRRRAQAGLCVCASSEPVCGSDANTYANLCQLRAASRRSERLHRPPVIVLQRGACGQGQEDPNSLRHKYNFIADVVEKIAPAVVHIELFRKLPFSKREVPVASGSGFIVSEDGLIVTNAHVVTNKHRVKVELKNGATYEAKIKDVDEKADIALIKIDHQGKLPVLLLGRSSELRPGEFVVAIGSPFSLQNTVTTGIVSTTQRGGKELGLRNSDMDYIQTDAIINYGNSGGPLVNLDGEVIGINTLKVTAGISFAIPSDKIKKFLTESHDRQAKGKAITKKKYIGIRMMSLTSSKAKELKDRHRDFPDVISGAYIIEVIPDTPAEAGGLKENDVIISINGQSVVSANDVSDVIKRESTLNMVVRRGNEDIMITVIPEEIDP
SIAE inh – inhibitors of human sialic acid acetylesterase SIAE; 0.69% of 370,000 active; AID 1053197; inhibition, % at 9.66 µM; SIAE FP-Rh probe binding, fluorescence polarization;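 active = inhibition above a cutoff: mean of compounds within the control limits plus 3 SD of those, cut at about 17% in these data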;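 note: 0% = plate median of compound wells and 100% = probe without SIAE protein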
GC-B act – GC-B (human) receptor activation; HEK293-GC-B cells, CNP EC30, cGMP TR-FRET; 0% at EC30 CNP, 100% saturating CNP; AID 1920062; P20594; activation, % at 10 µM; 0.11% of 370,000 active;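 active = activation at 10 µM reaching about 35% in either raw or pattern-adjusted values, limit read from the data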
mABHD4 FP – inhibitors of mouse ABHD4; Q8VD66; purified mABHD4, FP-Rh probe fluorescence polarization; inhibition, % at 8.92 µM; 0.54% of 370,000 active; AID 720543;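 active = inhibition exceeding the mean over every tested compound plus 3 SD, cut at about 30% in these data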;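 note: 0% = plate median of compound wells and 100% = S159A mutant with DMSO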
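assay system = mABHD4 protein | compound dosing = single nominal dose of 8.92 µM, 0.89% DMSO final | read-out basis = percent inhibition of probe binding, normalized to plate controls | schedule = Enzyme–compound pre-incubation 45 min, then probe 60 min, both 25 °C | detection = fluorescence polarization, excitation 525 nm, emission 598 nm, BODIPY TMR filters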
UHRF1 MBD2 ctr – human UHRF1 methylated DNA binding inhibitors. Q96T88. UHRF1 binding to methylated oligo, TR-FRET. inhibition, % at 4.4 µM. 0.75% of 370,000 active. AID 687016; in the data active = inhibition above about 21%;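 note: UHRF1 SRA domain binding a hemimethylated CpG hairpin DNA probe; 0% = median of test compound wells and 100% = reference inhibitor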
NPR1 activator – GC-A (human) enzyme activation; P16066; HEK293 GC-A cells, cGMP TR-FRET, EC30 ANP; 0% at EC30 ANP, 100% saturating ANP; activation, % at 10 µM; 0.14% of 370,000 active; AID 1671463; in the data active = activation above about 40%
PRMT1 inh – blocks human protein arginine methyltransferase 1 | 1.3% of 370,000 active | Q99873 | recombinant PRMT1, activity-based probe fluorescence polarization | inhibition, % at 2.79 µM;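 active = inhibition above about 21% made by adding two undisclosed values, limit read from the data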
MBD2 inh – inhibitors of human MBD2 binding to methylated oligonucleotide; inhibition, % at 4.4 µM; TR-FRET; 0.31% of 370,000 active; Q9UBB5; AID 686964; in the data active = inhibition above about 13%
Target sequence (Q9UBB5 whole entry, looked up): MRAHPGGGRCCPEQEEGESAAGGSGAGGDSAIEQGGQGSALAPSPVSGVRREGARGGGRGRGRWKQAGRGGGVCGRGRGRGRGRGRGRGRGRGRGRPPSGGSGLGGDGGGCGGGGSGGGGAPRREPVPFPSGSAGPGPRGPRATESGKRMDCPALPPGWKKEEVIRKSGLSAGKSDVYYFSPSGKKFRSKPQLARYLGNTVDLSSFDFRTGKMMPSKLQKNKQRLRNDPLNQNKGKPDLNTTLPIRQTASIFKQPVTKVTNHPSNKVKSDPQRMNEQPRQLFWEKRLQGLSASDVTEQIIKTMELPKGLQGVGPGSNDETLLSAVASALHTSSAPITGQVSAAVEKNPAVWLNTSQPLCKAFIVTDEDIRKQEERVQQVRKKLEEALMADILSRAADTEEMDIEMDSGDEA
rCAG RNA binder – r(CAG) repeat RNA binding; TO-PRO-1 dye displacement fluorescence; inhibition, % at 3 µM; 1.3% of 370,000 active;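 active = inhibition above the plate cutoff, the mean of all test compounds on that plate plus 3 SD, cut at about 35% in these data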;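 note: 0% = DMSO alone and 100% = 100 µM mitoxantrone as full dye displacement; higher means more dye released from RNA so lower well fluorescence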
The depositor's hits bear a star; / = not tested or not shown. An excerpt; the hit share may differ from the screen's.

SMILES	TCR CD3 inh	HTRA1 inh	SIAE inh	GC-B act	mABHD4 FP	UHRF1 MBD2 ctr	NPR1 activator	PRMT1 inh	MBD2 inh	rCAG RNA binder
COc1cc(/C=c2/sc3nc(-c4ccccc4)c(-c4ccccc4)n3c2=O)cc(OC)c1OC	-2	3	6	-2	3	3	-3	-1	3	0
CC(C)C(c1nnnn1C1CCCC1)N1CCc2ccccc21 (stereo not given)	6	-9	6	-5	-1	3	-9	-2	-5	-5
CCOc1ccc(C(C)=O)cc1N1C(=O)C2C(C1=O)C1C=CC2C12CC2 (stereo not given)	0	-4	13	2	12	-2	3	4	7	-5
CC(=O)N1CCc2cc(S(=O)(=O)NCCC(=O)NC3CCN(Cc4ccccc4)CC3)ccc21	-1	2	0	-8	2	-1	2	-1	0	-6
COc1ccc(CNC(=S)Nc2ccc(S(N)(=O)=O)cc2)cc1	0	-3	2	2	-4	0	2	6	2	3
CC(=O)c1cccc(NC(=O)c2ccccc2-c2ccccc2C(=O)O)c1	-9	3	3	2	2	1	1	9	-2	-1
O=C(O)CCCNCc1ccccc1F	-4	-3	-6	3	-6	4	3	4	9	1
CC(C)CCN1CCN(Cc2cccc3cccnc23)CC1CCO (stereo not given)	1	1	-2	0	-1	-2	2	-2	-4	-4
CCOC(=O)COc1cc(O)c2c(=O)cc(-c3ccccc3)oc2c1	4	2	-1	-5	0	0	0	-2	-6	-1
Cc1ccc(C(=O)NCc2ccc3c(c2)OCO3)c(C)c1	-5	4	-3	3	-9	5	0	4	9	-5
CCN(CC)S(=O)(=O)c1ccc(N2CCOCC2)c(NC(=O)c2ccc3c(c2)OCCO3)c1	3	-7	-6	0	9	0	1	-4	1	-8
O=C(Nc1cccc(NC(=O)c2ccccc2F)c1)c1ccccc1	8	-22	-8	0	-5	-4	8	-4	-6	-2
Cc1nnc2ccc(Oc3ccc(-c4ccccc4)cc3)nn12	3	2	9	4	-4	0	-1	0	1	-2
COc1ccc(N2CCN(C(CNC(=O)c3cccs3)c3ccco3)CC2)cc1 (stereo not given)	1	-1	0	-4	-3	2	-3	5	5	-2
O=C(NCC(=O)N(c1cccnc1)C(C(=O)NC1CCCCC1)c1ccccc1F)c1ccco1 (stereo not given)	-7	1	-6	-2	-8	4	-3	-2	0	2
C=CCSC1=C(C#N)C(c2ccccc2Cl)C(C(=O)c2cccs2)C(O)(C(F)(F)F)N1 (stereo not given)	-2	-24	2	-6	-5	2	-8	1	-3	7
CC(C)Cc1nnc(NC(=O)CCC(=O)N2CCN(Cc3ccc(Cl)cc3)CC2)s1	-7	1	-3	-6	-12	1	1	7	3	-5
CCOc1c(N2CCCCC2)c(=O)c1=O	4	7	0	2	-4	-1	-2	-2	2	2
O=C(NCC1CCCO1)c1nn2c(c1Cl)NC(c1ccc(F)cc1)CC2C(F)(F)F (stereo not given)	-2	-1	-6	1	-4	2	-1	5	0	-10
O=c1cc(O)c2ccccc2n1Cc1ccccc1F	5	2	-5	0	3	0	2	1	1	4
COC(=O)C1=C(C(=O)OC)SC(=C2C(=S)C(C)(C)N(C(=O)CC(C)C)c3ccccc32)S1	5	2	2	5	4	-1	1	1	-2	2
CC(C)(C)c1cc(CN(CCO)CCO)c(O)c(C(C)(C)C)c1	7	0	5	0	-4	4	0	-6	-2	-8
CS(=O)(=O)N(CC(N)=O)Cc1ccc(Cl)cc1	-12	-7	-7	2	-8	2	2	5	8	-4
CCSc1nc(N2CCOCC2)c2ccccc2n1	4	1	-3	6	0	5	-1	1	2	-2
Cc1noc(C)c1S(=O)(=O)Nc1ccc2c(c1)C(=O)N([C@H](C)CO)C[C@H](C)[C@@H](CN(C)C(=O)Nc1ccccc1)O2	2	-3	4	3	-2	-1	1	4	0	7
CCOc1ccccc1N(C(=O)c1ccco1)C(C(=O)NC1CCCC1)c1cccnc1 (stereo not given)	-4	-1	7	2	2	-2	-1	-1	4	-3
COc1ccccc1Cc1c(-c2ccc(OC)c(OC)c2)nc2ccc(Br)cn12	-8	/	-1	-2	-8	5	-2	2	-3	24
O=C(Cn1nc(C(F)F)cc1C(F)F)NNC(=S)Nc1ccc(Cl)cc1	5	0	6	2	10	1	6	-4	0	11
Cc1ccc(NC(=O)c2cccc(S(=O)(=O)N3CCN(c4ccc(F)cc4)CC3)c2)nc1	-4	-14	4	-3	0	0	-1	2	2	3
COc1ccc(-c2noc(CCC(=O)NCCc3cccc(C)c3)n2)cc1	11	-8	1	-2	-3	0	-4	-3	-3	-7
CN(C(=O)CC(NC(=O)c1ccccc1)(c1ccccc1)c1ccccc1)c1ccccc1	6	-31	-2	-19	-19	-2	-37	-2	-6	-2
O=C(Nc1nnc([C@@H]2C[C@H](O)[C@@H](CO)O2)s1)c1ccc(Oc2ccccc2)cc1	10	/	4	-2	-2	-1	-1	2	-10	4
Cc1ccc(CNC(=O)CCSCCC(=O)NCc2ccc(C)cc2)cc1	-1	-6	-3	0	1	2	1	2	-5	-5
COc1ccc(CN(C)C[C@H]2OCCCC[C@H](C)Oc3ccc(NC(=O)CCC(F)(F)F)cc3C(=O)N([C@@H](C)CO)C[C@@H]2C)cc1	-8	6	0	-1	-3	5	2	3	0	3
Cc1nc2ccc(NC(=O)c3ccc([N+](=O)[O-])cc3)cc2s1	-4	3	0	5	8	-1	1	3	3	-1
CN(C(=S)NC1CCCCC1)C1(c2ccccc2Cl)CCCCC1=O (stereo not given)	8	-14	-8	-7	-6	-2	-13	0	1	-6
O=C(CN1C(=O)NC2(CCCC2)C1=O)NCC1CCCO1 (stereo not given)	1	-3	-1	-1	2	5	-2	2	4	-3
COc1cc(/C=N/NC(=O)CN2CCCCC2)ccc1OCc1ccccc1	2	-5	9	0	-3	-4	2	-3	2	-7
COc1ccccc1OCCC(=O)Nc1nc(C)cs1	-7	6	2	2	-1	-3	0	-1	3	0
Cc1nc2ccccn2c1C(=O)Nc1ccc2c(c1)OCCO2	2	13	0	0	0	-2	-2	-3	-1	1

Quoted at random: three entries already listed, in no set order.
SMILES	TCR CD3 inh	HTRA1 inh	SIAE inh	GC-B act	mABHD4 FP	UHRF1 MBD2 ctr	NPR1 activator	PRMT1 inh	MBD2 inh	rCAG RNA binder
CCSc1nc(N2CCOCC2)c2ccccc2n1	4	1	-3	6	0	5	-1	1	2	-2
CS(=O)(=O)N(CC(N)=O)Cc1ccc(Cl)cc1	-12	-7	-7	2	-8	2	2	5	8	-4
CN(C(=S)NC1CCCCC1)C1(c2ccccc2Cl)CCCCC1=O (stereo not given)	8	-14	-8	-7	-6	-2	-13	0	1	-6

Returning to the listing, starting two compounds before the break.
SMILES	TCR CD3 inh	HTRA1 inh	SIAE inh	GC-B act	mABHD4 FP	UHRF1 MBD2 ctr	NPR1 activator	PRMT1 inh	MBD2 inh	rCAG RNA binder
COc1ccccc1OCCC(=O)Nc1nc(C)cs1	-7	6	2	2	-1	-3	0	-1	3	0
Cc1nc2ccccn2c1C(=O)Nc1ccc2c(c1)OCCO2	2	13	0	0	0	-2	-2	-3	-1	1
CCOC(=O)C1CCN(C(=O)c2sc3nc(-c4ccccc4)cn3c2C)CC1	1	0	4	5	-1	0	9	-2	0	-2
CCCCn1c(N)c(N(CCOC)C(=O)c2ccc(-c3ccc(Cl)cc3)o2)c(=O)[nH]c1=O	3	-9	-4	4	2	-1	0	-1	5	1
COc1ccc(C(=O)N2CCN(c3ccc(C)cc3C)CC2)cc1OC	-6	4	2	0	-3	3	5	11	4	-1
Cc1ccc(S(=O)(=O)Nc2ccccc2-c2nc3ccccc3[nH]c2=O)cc1	-4	-3	-6	1	3	-1	1	6	0	4
CCOC(=O)N1CCC(NC(=O)c2cccn3c(=O)c4cc(Br)ccc4nc23)CC1	-3	-12	-7	-1	-16	7	5	3	2	6
CCOC(=O)C(C)Oc1c(Br)cc(C2NC(=O)NC(C)=C2C(C)=O)cc1OCC (stereo not given)	3	-3	2	0	-9	-1	-6	-1	-3	-4
CC(C)Oc1cccc(-c2n[nH]c(=S)n2N=Cc2cccc([N+](=O)[O-])c2)c1	/	/	8	-10	-2	-2	0	34*	0	51*
COC(=O)NNC(=O)CCCOc1ccc(Cl)cc1Cl	5	-1	3	-1	7	1	12	-2	4	-1
Cc1cc(N2CCCCC2)nc(N)n1	2	4	4	-2	3	0	-3	1	2	0
COc1ccc(/C=C/c2noc(-c3ccccc3OC(C)=O)n2)cc1	4	-2	-4	4	-18	-2	-3	-2	-4	2
CC(C)[C@@H]1N[C@]2(C(=O)Nc3ccccc32)[C@@H]2C(=O)N(c3cccc(C(F)(F)F)c3)C(=O)[C@@H]21	-3	-12	5	-1	-2	2	3	-3	0	-6
CS(=O)(=O)c1ccc2nc(NC(=O)CCNC(=O)c3ccc(Cl)cc3)sc2c1	-8	-2	-1	-6	-2	-1	-2	-8	-3	5
CCOC(=O)CCCNC(=O)OCCCN1CCC2(CCC(c3ccccc3)CC2)C1=O (stereo not given)	/	/	-1	8	-2	-2	-2	-2	-1	-1
O=C(CSc1nc2[nH]ncc2c(=O)n1-c1ccc(Cl)c(Cl)c1)NCc1ccccc1Cl	4	-26	-4	-15	-20	1	-50	-1	-4	-2
Cc1ccc(NC(=O)CSCC(=O)Nc2ccccc2C(=O)NC2CC2)cc1	0	-5	1	4	1	-2	2	3	1	-3
N#Cc1ccsc1NC(=O)CN1CCN(c2ccccn2)CC1	-6	-4	4	11	3	3	0	-3	2	4
O=C(Nc1ccccc1C(=O)NCc1cccnc1)c1cccc([N+](=O)[O-])c1	0	1	-9	-1	5	0	-2	2	6	-1
CCOC(=O)c1nnn(-c2nonc2N)c1-c1ccccc1Cl	9	-2	-5	-2	-1	2	-1	-4	1	-5
O=S(=O)(c1ccccc1)N(C1=NCCS1)S(=O)(=O)c1ccccc1	-6	-9	-6	6	3	3	-2	1	7	-2
COc1cccc(S(=O)(=O)N(C)C[C@@H]2Oc3cc(C#CCN(C)C)ccc3S(=O)(=O)N([C@H](C)CO)C[C@@H]2C)c1	11	-10	-1	4	1	-1	1	-2	-1	11
COc1ccc(OC)c(NC(=O)CC2SC(=Nc3ccccc3)N(CCc3ccccn3)C2=O)c1 (stereo not given)	-1	-21	5	-4	1	-1	1	0	-7	5
Cc1ccc(C(=O)N2NC(c3ccccc3F)C3C(=O)N(c4cccc(C)c4)C(=O)C32)cc1 (stereo not given)	2	-11	4	0	4	-2	-4	-3	-1	1
CCOC(=O)c1nn(-c2ccc([N+](=O)[O-])cc2)cc1O	-1	0	-4	-6	1	5	-5	0	-1	3
CCCc1nc(SCC(=O)N2CCOCC2)c2c(C)c(C)sc2n1	-4	-13	-1	-12	3	1	0	-1	1	-9
OCCN1CCN(CC/C=C2/c3ccccc3Sc3ccc(C(F)(F)F)cc32)CC1	2	-6	-1	-10	12	1	-20	3	0	0
CCc1ccc(NC(=O)c2cc(-c3cccs3)on2)cc1	-8	-4	-1	2	-4	6	0	3	5	-1
O=C(NCc1ccco1)c1sc2cc(F)ccc2c1Cl	5	-23	-3	1	1	-7	1	-1	-4	1
N#Cc1ccccc1NC(=O)C1CC(=O)N(c2ccc3c4c(cccc24)CC3)C1 (stereo not given)	1	6	-1	1	4	2	-5	-2	-2	8
CC1(C(=O)NS(=O)(=O)c2ccccc2Cl)CCN1C(=O)C1(c2ccccc2)CC1 (stereo not given)	-2	/	7	1	4	-3	4	-2	3	12
Cc1ccc2cc(CN(Cc3cccs3)Cc3nnnn3CC3CCCO3)c(=O)[nH]c2c1 (stereo not given)	6	-15	-3	-2	0	-4	-3	-3	3	-10
